GPR55 beta-arrestin: selective activators of receptor GPR55 – imaging, U2OS cells, beta-arrestin-GFP redistribution, primary screen (AID 1961) | U2OS GPR55 beta-arrestin-GFP redistribution imaging; higher % means a stronger effect | one-dose activation, % at 10 µM; EC50 in µM for titrated hits | 290,000 tested, 0.048% active;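 active = activation above 40% with more than 50 cells counted in the well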;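 note: U2OS osteosarcoma cells stably expressing GPR55 and beta-arrestin-GFP; plate controls were DMSO negative control for no effect and LPI positive control for full effect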
Dynein transport: blocks dynein driven cargo transport along microtubules; 3617.4 mouse cells, GR-EGFP nuclear translocation imaging; test concentration mostly 20 µM; stimulated with dexamethasone, 1 µM; stronger effect = lower value; z-score, hits read low; 220,000 tested, 0.47% active;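 active = plate z-score of nuclear minus cytoplasmic receptor signal below a set negative limit, without overly bright fluorescence or cell loss, cut at about -3.5 in these data, passing the limit was not always enough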;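 note: z-score of nuclear minus cytoplasmic ring GR-EGFP intensity difference per well; some compounds called inactive have numbers as strong as hits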
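Also added: dexamethasone, 1.0 µM final. Medium: tet-free, stripped-serum medium. Detection: fixed, Hoechst-stained cells imaged at 10x for EGFP. Read-out: nuclear-to-cytoplasmic GR-EGFP distribution per well. Times: induction 48 h, compound 1 h, agonist 30 min.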
KOR beta-arrestin-1: KOR agonists, beta-arrestin recruitment, primary screen, cell-based, luminescence, uHTS (AID 1777) | 280,000 tested, 0.02% active | one-dose activation, % at 10 µM; EC50 in µM for titrated hits | KOR beta-arrestin recruitment, luminescence; higher % means a stronger effect; in the data active = activation above about 50%, passing the limit was not always enough; note: a part of the inactive calls stands beside numbers as strong as those of hits
NOD2 inhibition: NOD2 signaling inhibitors, cell-based, luminescence, uHTS, HEK293 (AID 1566); 290,000 tested, 0.63% active; inhibition, % at 4 µM, or EC50 in µM where a hit was titrated; HEK293 NOD2/NF-kB luciferase reporter, luminescence; higher % means a stronger effect; note: many of its hits are not listed in these tables
P. falciparum M1AAP: malaria alanyl aminopeptidase activity blockers – biochemical, fluorogenic H-Leu-NHMec substrate, 1536-well (AID 1445) | one-dose inhibition, % at 30 µM; IC50 in µM for titrated hits | recombinant M1AAP, H-Leu-NHMec fluorogenic kinetic assay; higher % means a stronger effect | 220,000 tested, 0.42% active;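 active = primary inhibition above the hit cutoff, then over 50% inhibition at one or more dose response concentrations, cut at about 23% in these data, passing the limit was not always enough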;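 note: plate controls were DMSO full reaction for no effect and no enzyme background for full effect; strong numbers were not always called active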
KOR beta-arrestin-2: KOR antagonists, beta-arrestin recruitment, cell-based, luminescence, uHTS (AID 1778); inhibition, % at 10 µM, or IC50 in µM where a hit was titrated; 290,000 tested, 0.091% active; KOR beta-arrestin recruitment, luminescence, antagonist mode; higher % means a stronger effect; note: strong numbers were not always called active
M17LAP inhibition: P. falciparum M17LAP inhibitors, primary screen, biochemical, fluorogenic H-Leu-NHMec substrate, 1536-well (AID 1619). recombinant M17LAP, H-Leu-NHMec fluorogenic kinetic assay; higher % means a stronger effect. inhibition, % at 30 µM, or IC50 in µM where a hit was titrated. 220,000 tested, 0.38% active;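 active = compound inhibiting the enzyme by more than half at any dose during confirmatory dose-response retesting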;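 note: plate controls were full reaction with DMSO carrier for no effect and no enzyme background for full effect; strong numbers were not always called active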
NOD1 NF-kB reporter: NOD1 signaling inhibitors, primary screen, cell-based, luminescence, uHTS (AID 1578) | NOD1-driven NF-kB luciferase reporter cells, luminescence; higher % means a stronger effect | one-dose inhibition, % at 4 µM; EC50 in µM for titrated hits | 290,000 tested, 1% active; in the data active = inhibition mostly above about 36%, no sharp cut-off; inactive = mostly below about 34%;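 note: HEK-293T reporter cells stimulated with the NOD1 agonist gamma-tri-DAP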
AID2073: inhibitors of Mint1-CaV2.2 protein interaction, biochemical, HTRF (AID 2073) | HTRF protein-protein interaction, Mint1-CaV2.2; higher % means a stronger effect | inhibition, % at 20 µM; hits with a dose series show IC50 in µM | 290,000 tested, 0.19% active; in the data active = inhibition mostly above about 51%, no sharp cut-off; note: some results filed as inactive read as strong as hits
Dynein transport cytoplasmic EGFP: second read-out of Dynein transport, no call of its own (marks repeat the call); z-score; measured here: cytoplasmic GR-EGFP intensity; stronger effect = higher value
Dynein transport nuclear GR-EGFP: also measured in Dynein transport; calls as there; z-score; measured here: nuclear GR-EGFP intensity;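 lower value marks the stronger effect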
Dynein transport cell count: further read-out of Dynein transport, marked with its call; z-score; measured here: cell count per field
An asterisk follows results filed as active; x = not tested or not shown; [ ] = another dose, or the depositor's remark. Cut-off read from the data, not from the text of the source, unless noted: active = inhibition above about 50%; inactive = the rest. Not all compounds are listed, so the mix of outcomes need not match the whole.

SMILES	GPR55 beta-arrestin	Dynein transport	Dynein transport cytoplasmic EGFP	Dynein transport nuclear GR-EGFP	Dynein transport cell count	KOR beta-arrestin-1	NOD2 inhibition	P. falciparum M1AAP	KOR beta-arrestin-2	M17LAP inhibition	NOD1 NF-kB reporter	AID2073
COc1cc2c(cc1/C=C/[N+](=O)[O-])OCO2	0.7%	-2.8	0.71	-1.2	-1.3	4.8%	-1%	2%	-121%	-3%	3%	28%
CN1OCC2Cn3c(nc4ccccc43)C21 (stereo unspecified)	-0.2%	-0.3	-0.76	0.13	-0.091	2.7%	12%	7%	1%	7%	9%	11%
CCCCOC(=O)C1=C(N)OC2=C(C(=O)CC(C)(C)C2)[C@]12C(=O)N(C)c1ccccc12	-0.1%	-0.86	-0.2	-0.089	0.42	0.4%	-10%	-1%	9%	-11%	-40%	3%
O=C1/C(=C\c2ccncc2)N2CCC1CC2	0.8%	-1.4	-0.15	-0.38	-0.12	1.4%	7%	8%	-3%	12%	-14%	-4%
CC1=NN(c2ccccc2)C(=O)C1/C=C1\C(=O)NC(=O)N(c2ccc(C)c(C)c2)C1=O (stereo unspecified)	-0.1%	-0.66	0.62	-0.026	0.31	5.6%	5%	12%	4%	6%	-8%	-5%
Cn1c(C(=O)N2CCC3(CC2)OCCO3)cc2c(=O)n(C)c3ccccc3c21	0.1%	0.89	-0.18	0.64	0.3	-5.2%	14%	-2%	-12%	1%	-7%	2%
O=C(c1c[nH]c2ccc(S(=O)(=O)N3CCOCC3)cc2c1=O)N1CCC2(CC1)OCCO2	-0.5%	1.1	-0.17	0.16	0.51	-2.9%	4%	-5%	3%	-20%	-22%	-2%
O=C(O)c1ccc(NC(=O)N2C[C@H]3C[C@@H](C2)c2cccc(=O)n2C3)cc1	0.3%	x	x	x	x	2.1%	4%	x	-2%[20 µM]	x	-24%	12%
CCOP(=O)(OCC)c1cccc(O)c1	1.5%	-0.38	-0.24	0.013	0.025	6.0%	9%	0%	-7%	-3%	-18%	8%
Cc1ccc(-n2c(O)c(C=NCCN3CCOCC3)c(=O)[nH]c2=O)cc1	-0.2%	-0.48	0.22	0.085	0.38	-5.4%	-14%	14%	-41%	5%	5%	-1%

Only KOR beta-arrestin-2 and AID2073 (2 entries from above):
canonical_smiles,KOR beta-arrestin-2,AID2073
CN1OCC2Cn3c(nc4ccccc43)C21 (stereo unspecified),1%,11%
CCCCOC(=O)C1=C(N)OC2=C(C(=O)CC(C)(C)C2)[C@]12C(=O)N(C)c1ccccc12,9%,3%

Exported with each value named: 4 of the compounds above
> COc1cc2c(cc1/C=C/[N+](=O)[O-])OCO2
  GPR55 beta-arrestin: 0.7%; Dynein transport: -2.8; Dynein transport cytoplasmic EGFP: 0.71; Dynein transport nuclear GR-EGFP: -1.2; Dynein transport cell count: -1.3; KOR beta-arrestin-1: 4.8%; NOD2 inhibition: -1%; P. falciparum M1AAP: 2%; KOR beta-arrestin-2: -121%; M17LAP inhibition: -3%; NOD1 NF-kB reporter: 3%; AID2073: 28%
> Cc1ccc(-n2c(O)c(C=NCCN3CCOCC3)c(=O)[nH]c2=O)cc1
  GPR55 beta-arrestin: -0.2%; Dynein transport: -0.48; Dynein transport cytoplasmic EGFP: 0.22; Dynein transport nuclear GR-EGFP: 0.085; Dynein transport cell count: 0.38; KOR beta-arrestin-1: -5.4%; NOD2 inhibition: -14%; P. falciparum M1AAP: 14%; KOR beta-arrestin-2: -41%; M17LAP inhibition: 5%; NOD1 NF-kB reporter: 5%; AID2073: -1%
> O=C(c1c[nH]c2ccc(S(=O)(=O)N3CCOCC3)cc2c1=O)N1CCC2(CC1)OCCO2
  GPR55 beta-arrestin: -0.5%; Dynein transport: 1.1; Dynein transport cytoplasmic EGFP: -0.17; Dynein transport nuclear GR-EGFP: 0.16; Dynein transport cell count: 0.51; KOR beta-arrestin-1: -2.9%; NOD2 inhibition: 4%; P. falciparum M1AAP: -5%; KOR beta-arrestin-2: 3%; M17LAP inhibition: -20%; NOD1 NF-kB reporter: -22%; AID2073: -2%
> CCCCOC(=O)C1=C(N)OC2=C(C(=O)CC(C)(C)C2)[C@]12C(=O)N(C)c1ccccc12
  GPR55 beta-arrestin: -0.1%; Dynein transport: -0.86; Dynein transport cytoplasmic EGFP: -0.2; Dynein transport nuclear GR-EGFP: -0.089; Dynein transport cell count: 0.42; KOR beta-arrestin-1: 0.4%; NOD2 inhibition: -10%; P. falciparum M1AAP: -1%; KOR beta-arrestin-2: 9%; M17LAP inhibition: -11%; NOD1 NF-kB reporter: -40%; AID2073: 3%

Carrying on.
SMILES	GPR55 beta-arrestin	Dynein transport	Dynein transport cytoplasmic EGFP	Dynein transport nuclear GR-EGFP	Dynein transport cell count	KOR beta-arrestin-1	NOD2 inhibition	P. falciparum M1AAP	KOR beta-arrestin-2	M17LAP inhibition	NOD1 NF-kB reporter	AID2073
CCN(CCNc1ccc([N+](=O)[O-])c2cccnc12)S(=O)(=O)c1ccccc1	0.4%	-0.19	-0.23	-0.25	-0.012	-0.9%	-15%	10%	-34%	-6%	-36%	21%
O=C1/C(=C/c2cccc([N+](=O)[O-])c2)N2CCC1CC2	0.6%	-0.32	0.19	-0.37	0.75	-1.0%	12%	3%	-27%	2%	-5%	-1%
COc1ccc(CC2(CCc3ccncc3)C(=O)NC(=O)NC2=O)c(OC)c1	-0.1%	0.26	-0.32	0.37	2.1	2.5%	3%	-7%	-8%	7%	-12%	-10%
CC(C)(C)n1c(O)c(C=Nc2ccc3c(c2)CCC3)c(=O)[nH]c1=O	-0.1%	-0.13	-0.27	0.015	0.063	-2.9%	8%	6%	-21%	5%	9%	-4%
COc1ccccc1OCCCn1cc(C=O)c2ccccc21	0.7%	-0.7	-0.36	-0.22	2	-2.0%	-106%	-8%	-11%[20 µM]	5%	23%	-13%
COc1ccccc1N1CCN(Cc2cc(C)c(C)cc2O)CC1	0.0%	-0.74	-0.24	-0.069	0.36	0.9%	18%	0%	-36%	1%	20%	-5%
CCN(CC)C(=O)c1ccc(NC(=O)CNC(C)c2cccc3ccccc23)cc1 (stereo unspecified)	0.0%	x	x	x	x	2.8%	8%	x	-23%	x	-22%	-11%
COc1ccc(C(=O)OC2CC3CCC(C2)[N+]3(C)[O-])cc1OC (stereo unspecified)	0.0%	x	x	x	x	-8.0%	-1%	x	-10%	x	-7%	6%
CC(=O)NC(Cc1ccc(N(CCCl)CCCl)cc1)C(=O)NCC(=O)NCC(=O)O (stereo unspecified)	-0.3%	-0.96	-0.31	-0.45	0.63	1.3%	9%	9%	-20%	-4%	-27%	-9%
OCCOCC#CCN1CCOCC1	0.0%	-0.27	0.0019	0.19	0.77	0.4%	5%	2%	-48%	-7%	0%	-3%
CN1CCN(Cc2ccccc2Sc2ccccc2)CC1	1.7%	-0.76	0.72	-0.22	0.34	-0.4%	2%	1%	-14%	6%	37%	1%
CNC(=O)Oc1ccc2ncccc2c1	-0.2%	-0.48	-0.16	0.35	0.25	0.1%	6%	1%	19%	11%	-24%	21%
c1ccc(-n2ccnc2)cc1	-0.1%	x	x	x	x	-0.6%	9%	x	-39%[20 µM]	x	-8%	8%
COc1ccc(CCNCc2c(OC)ccc3ccccc23)cc1	0.0%	x	x	x	x	-4.4%	6%	x	2%	x	19%	7%
OC12CCCCC1C(c1ccccc1)NCC2 (stereo unspecified)	0.6%	0.7	-0.21	0.44	-0.66	7.0%	10%	3%	-11%	3%	-10%	-8%
Cc1nc2ccccc2c(=O)n1-c1ccc([N+](=O)[O-])cc1	-0.1%	x	x	x	x	0.0%	12%	x	-2%	x	-14%	3%
Oc1c(Br)cc(Br)cc1Oc1ccc(Br)cc1Br	-0.2%	-0.3	-0.18	0.16	0.6	-0.1%	38%	6%	-34%	0%	45%	-11%
Cc1cccc(N/N=C(\C(N)=O)C2=NC(C)(C)Cc3ccccc32)c1	-0.3%	-1.1	-0.26	-0.87	0.93	14%	-2%	9%	-16%	12%	-56%	-1%
O=Cc1cn(Cc2cccc(F)c2)c2ccccc12	0.5%	0.34	-0.26	0.29	0.82	-1.9%	-2%	13%	13%	7%	16%	0%
COc1cc(C(=S)N2CCOCC2)cc(OC)c1OC(=O)Cc1ccccc1	0.2%	-0.34	-0.23	-0.29	-0.13	5.2%	-1%	14%	-15%	6%	-35%	-12%
O=c1[nH]c(=O)n(CCc2ccc(F)cc2)c(O)c1C=NCCCn1ccnc1	-0.2%	0.46	-0.17	0.6	-0.32	0.6%	-7%	1%	11%	-1%	-22%	-4%
NC(N)=N/N=C/c1cn(-c2ccccc2)nc1-c1cccs1	0.9%	-6.6	1.6	-2.8	-5.8	17%	9%	19%	-41%	13%	-33%	6%
COc1ccc(-c2[nH]ncc2CNC(C)Cc2ccsc2)c(F)c1 (stereo unspecified)	-0.3%	0.74	0.19	0.56	0.22	-2.7%	3%	0%	18%	1%	-38%	7%
CCC(=NCc1ccco1)c1c(O)n(-c2ccccc2C)c(=O)[nH]c1=O	-0.1%	0.085	-0.23	-0.24	1.2	3.3%	15%	4%	30%	-1%	1%	-11%
CCCCn1c(O)c(C(C)=NCCN2CCOCC2)c(=O)[nH]c1=O	0.0%	-0.78	-0.14	-0.29	0.92	-1.4%	2%	1%	3%	11%	-15%	0%
CCOP(=O)(OCC)C(NC(=O)C(C)C)C(Cl)(Cl)Cl (stereo unspecified)	-0.1%	-0.29	-0.19	-0.32	-0.054	0.5%	2%	-1%	-1%	-6%	-10%	-2%

Screens (PubChem)
